# AmpC no deterg – AmpC beta-lactamase inhibition without detergent; P00811; AmpC nitrocefin hydrolysis, absorbance 480 nm, 0.0001% Triton; Potency, µM (titrated, usually from 57.1 µM), without a hit: at the highest dose activity change, negative = inhibition, usual class: inhibitors; 0.52% of 330,000 active; AID 485341;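 further: potency means the concentration at half of the fitted maximal effect; plate controls were no compound for no effect and no enzyme for full effect; nearly all actives have a fitted effect of over 20% in size; some results filed as inactive show a strong effect at the top dose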
# Target sequence (P00811 whole entry, looked up): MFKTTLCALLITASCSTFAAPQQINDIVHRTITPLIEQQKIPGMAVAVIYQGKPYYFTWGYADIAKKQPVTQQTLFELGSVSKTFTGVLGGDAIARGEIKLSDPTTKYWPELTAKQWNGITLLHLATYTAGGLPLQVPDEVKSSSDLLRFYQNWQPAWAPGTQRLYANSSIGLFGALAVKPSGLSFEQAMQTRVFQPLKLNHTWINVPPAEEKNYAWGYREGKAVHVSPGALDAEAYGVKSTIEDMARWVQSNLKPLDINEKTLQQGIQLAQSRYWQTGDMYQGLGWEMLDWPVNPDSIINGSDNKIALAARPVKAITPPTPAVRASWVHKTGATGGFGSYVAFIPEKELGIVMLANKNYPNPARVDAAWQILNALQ
#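 20 mM phosphate pH 7.0 + 0.01% (detergent screen) or 0.0001% Triton X-100; 5.3 nM AmpC reagent; cpd preinc 15 min RT; nitrocefin (800 uM stock) to start; A480 q20 s × 4 min; Activity was normalised to no-enzyme and no-compound control wells.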
# Giardia FBPA inh – Giardia lamblia aldolase inhibition. 0.71% of 290,000 active. purified Giardia FBPA. A8B2U2. Potency, µM (series often up to 59.6 µM), without a hit: top-dose activity, negative = inhibition, usual class: inhibitors; further: potency means the concentration at half of the fitted maximal effect; nearly all actives have a fitted effect of over 55% in size
# Target sequence (A8B2U2 whole entry, looked up): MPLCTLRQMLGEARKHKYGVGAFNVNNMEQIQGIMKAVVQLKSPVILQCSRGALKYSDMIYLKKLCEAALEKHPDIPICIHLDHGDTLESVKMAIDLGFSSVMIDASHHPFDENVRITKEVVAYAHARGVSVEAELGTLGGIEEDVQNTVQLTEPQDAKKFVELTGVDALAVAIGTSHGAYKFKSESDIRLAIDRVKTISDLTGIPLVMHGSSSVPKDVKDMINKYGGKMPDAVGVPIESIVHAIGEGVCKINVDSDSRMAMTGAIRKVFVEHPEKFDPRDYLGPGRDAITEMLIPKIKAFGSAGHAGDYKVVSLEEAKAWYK
#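 Giardia FBPA (40 nM reagent) was preincubated 10 min at RT with compound (up to 57.5 uM final), then substrate plus GAPDH/TPI/NAD/arsenate coupling system with diaphorase/resazurin was added; resorufin fluorescence (525/598 nm) was read after 20 min.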
# HCV inhibitor – inhibitors of hepatitis C virus infection; 3.4% of 340,000 active; AID 651820; Huh7.5.1 HCVcc-Cre infection, luciferase reporter, 44 h; Potency, µM (series often up to 41.8 µM), for inactives: top-dose activity change, negative = inhibition, hits mostly inhibitors; further: potency means the concentration at half of the fitted maximal effect
#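 After 44 h co-culture of compound, cells and HCVcc-Cre (~0.5 moi), substrate is added for 15 min at room temperature and luciferase measured over 15 sec. Cells were seeded at 1,000/well and pre-cultured 4 h.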
# Sm TGR block – inhibitors of Schistosoma mansoni thioredoxin glutathione reductase; Q962Y6; Potency, µM (doses to about 114 µM), without a hit: at the top dose activity change, negative = inhibition, usual class: inhibitors; purified TGR, DTNB reduction, TNB absorbance 405 nm; 3% of 360,000 active; further: potency means the concentration at half of the fitted maximal effect; nearly all actives have a fitted effect of over 60% in size
#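 First, TGR (20 nM dispensed) and NADPH were mixed with compound. Second, a 15 min room-temperature incubation followed. Third, further NADPH and then DTNB were added to start the reaction. Finally, TNB absorbance was monitored kinetically.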
# HCMV inh – inhibitors of human cytomegalovirus; HFF cells, HCMV-luciferase reporter, 72 h; hits give low values; activity change, negative = inhibition, % at 57.5 µM; 4.5% of 410,000 active; in the data active means activity change below about -60%; inconclusive means no clear call, values can overlap the other calls; inactive means above about -39%
#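 Human foreskin fibroblasts infected with luciferase-reporter HCMV at MOI 1 PFU/cell, compounds at two doses. Luciferase measured 72 h post infection; normalized to buffer-only basal and Salinomycin (10uM) controls.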
# AmpC detergent – AmpC beta-lactamase inhibition with detergent present; P00811; AmpC hydrolysis of nitrocefin, absorbance 480 nm, 0.01% Triton; Potency, µM (series often up to 114 µM), inactives show top-dose activity change, negative = inhibition, most hits filed as inhibitors; 0.041% of 370,000 active; AID 485294;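 further: potency means the concentration at half of the fitted maximal effect; 0% = no-compound wells and -100% = no-enzyme wells; nearly all actives have a fitted effect of over 25% in size; some results filed as inactive show a strong effect at the top dose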
#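 AmpC (5.3 nM in the dispensed reagent) in 20 mM phosphate pH 7.0 with 0.01% (detergent screen) or 0.0001% Triton X-100 was preincubated with compounds for 15 min at room temperature. Nitrocefin was then added from an 800 uM solution, and hydrolysis was followed at 480 nm.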
# * marks the source's active call; other numbers are inactive results; ? = inconclusive; nt = no result given; & = joins results of further samples; [ ] = another dose, or the depositor's remark. Unless noted, the call rests on the fitted dose curve; in most records, active means well fitted curve in the direction sought with a large enough effect; inconclusive means small, poorly fitted or top-dose-only effect, or another doubt; inactive means no such curve, though single readings can be large; an effect the other way counts as inactive or inconclusive. Unless noted, on the % scale 0 is the no-effect control and ±100 the full control effect.
SMILES,AmpC no deterg,Giardia FBPA inh,HCV inhibitor,Sm TGR block,HCMV inh,AmpC detergent
CCc1ccc(C(=O)COC(=O)C(CCSC)NC(=O)C23CC4CC(CC(C4)C2)C3)cc1 (configuration not stated),-28%,4%,2%,2%,-19,5%
CSc1nc2ccc(N3C(=O)C4CCCCC4C3=O)cc2s1 (configuration not stated),-8%,-3%,nt,6%,44,0%
Cc1nc(NC(=O)c2c(-c3ccccc3)c(-c3ccccc3)nn(C)c2=O)sc1C,nt,nt,nt,-1%,13,-2%
Cc1ccc(N2CC(C(=O)OCC(=O)c3ccc([N+](=O)[O-])cc3)CC2=O)cc1 (configuration not stated),6%,3%,-2%,-12%,-35,-8%
Cc1ccc(CNC(=O)CSCc2ccc(F)cc2)cc1,-16%,10%,15%,-3%&2%,13&-34,-11%&10%
O=C(CN1CCN(Cc2ccc3c(c2)OCO3)CC1)Nc1ccc2c(c1)OCCO2,0%,5%,-9%,35%,-12,-8%
COC(=O)C1(CCSC)NC(c2ccccc2F)C2C(=O)N(c3ccc4c(c3)OCCO4)C(=O)C21 (configuration not stated),53%,0%,10%,6%,-13,1%
O=c1cc(-c2cc3ccccc3o2)c2cc(O)ccc2o1,-43%,0%,?,?,nt,?
Cc1cc(/C=C(/C#N)C(=O)Nc2ccc(Cl)cc2)c(C)n1-c1cccnc1,-16%,5%,-27%,-8%,-15,-1%
CCOc1ccc(C(C(=O)NC2CCCC2)N(CCCO)C(=O)c2ccc(-c3ccccc3)[nH]2)cc1 (configuration not stated),82%[activator],-9%,-7%,?,-20,-1%
COC1C(OC(=O)c2ccc(C)[nH]2)C(O)C(Oc2ccc3c(O)c(NC(=O)c4ccc(O)c(CC=C(C)C)c4)c(=O)oc3c2Cl)OC1(C)C (configuration not stated),-30%,25%,1.6µM*,2%,-19,-11%
Cc1ccc(C2CC(=O)Oc3cc(C)c(Br)c(C)c32)cc1 (configuration not stated),-16%,1%[89.2 µM],-40%,nt,-28,nt
CCOC(=O)c1ccc2c(c1)N(CC(=O)N(C)c1ccccc1)C(=O)c1ccccc1S2,nt,nt,nt,2%,25,-2%
CCC(C)(C(=O)NC1CCCCC1)N(C)C(=O)c1ccccn1 (configuration not stated),92%,1%,6%,-3%,-21,-17%
COc1ccc(S(=O)(=O)N(C)CC(=O)Nc2ccc3c(c2)OCO3)cc1OC,-12%,17%,?,-3%,10,8%
COC(=O)CN1C(c2ccccc2)=Nc2ccc(Cl)cc2C1c1ccccc1 (configuration not stated),45%,-4%,5%,-21%,27,0%
CCC1(c2ccc(F)cc2)NC(=O)N(CC(=O)N2CCOCC2)C1=O (configuration not stated),-6%,-1%,26%,-1%,-3,-13%
CCOc1cc(/C=C(/C#N)c2ccc(F)cc2)ccc1OCc1ccc(C(=O)O)o1,-24%,13%,-7%,-1%,-25,6%
CCOC(=O)C(C(=O)OCC)C(C(=O)OCC)N1CCOCC1 (configuration not stated),3%,-10%,?,0.63µM*,-105*,3%
Cc1nn(-c2ccccc2)c(C)c1NC(=O)COc1cc(F)ccc1[N+](=O)[O-],16%,nt,?,nt,?,nt
COc1ccc(N2CC(NC(=O)c3ccc(S(=O)(=O)N4CCOCC4)cc3)CC2=O)cc1OC (configuration not stated),nt,nt,nt,1%,8,2%
CCN(CC)S(=O)(=O)c1ccc2c(c1)c(=O)c(C(=O)NCCc1ccccc1)cn2C,-5%,8%,-8%,-6%&2%,-29&14,1%&0%
CC1(C)Cc2c(oc3ncn4ncnc4c23)CO1,-4%,3%,-2%,-1%,-25,-16%
CCc1ccc(CN(Cc2ccco2)C(=O)COc2ccccc2Cl)cc1,nt,nt,nt,-10%,-6,-3%
CC(C)c1nc(C(N)=O)c2[nH]c(=O)n(-c3ccc(F)cc3)c2n1,-6%,-16%,1%,-28%,-38,-10%
O=C(C/C=N\O)Nc1ccc(Oc2ccccc2)cc1,-48%,0%,-2%,45%[activator],-32,6%
COCCOc1ccc(C(F)(F)F)cc1NC(=O)c1ccc(C)cc1,-28%,-2%,-15%,6%,3,10%
O=C(CN1C(=O)NC2(CCCC2)C1=O)Nc1cc(S(=O)(=O)N2CCOCC2)ccc1OCC(F)(F)F,5%,14%,2%,7%,11,-3%
Cc1ccc(-n2ncc(C(=O)NCc3ccc4c(c3)OCO4)c2C2CCN(C(=O)OC(C)(C)C)CC2)cc1C,nt,nt,nt,0%,?,6%
CS(=O)(=O)N(CC(=O)NCc1ccncc1)Cc1ccc(Cl)cc1,-6%,3%,-1%,10%,9,4%
O=[N+]([O-])c1ccccc1N/N=C1\CC2CC=CC12 (configuration not stated),-34%,-1%,-1%,8%,-13,6%
CCOC(=O)c1sc(NC(=O)c2ccccc2OCC)nc1C,-31%,0%,-5%,6%,-20,4%
CCc1nnc(NC(=O)CCS(=O)(=O)c2ccccc2)s1,-4%,1%,18%,22µM*,31,-13%
COC(=O)c1cc(S(=O)(=O)N2CCCCC2)ccc1N1CCOCC1,-3%,nt,0%,3%,-15,?
COc1ccc(NC(=O)c2sc(Cl)nc2-c2ccccc2)cc1,-34%,8%,-9%,-5%,46,-7%
CCCc1cc(=O)[nH]c(SCC(=O)N(CC)Cc2ccccc2)n1,-4%,-9%,10%,0%,-2,0%
O=C(Nc1ccc(OC(F)(F)F)cc1)c1ccc2nc[nH]c2c1,-28%,?,2%,15%,38,2%
Cc1cccc(NC(=O)C2C3C=CC(O3)C2C(=O)O)c1 (configuration not stated),-20%,-4%,nt,11µM*,nt,-5%
CC(C)(C#N)Cc1cc(CC(C)(C)C#N)cc(C(C)(C)C)c1,10%,-5%,2%,-7%,19,-15%
Cc1cccc(S(=O)(=O)N2CN(Cc3ccco3)c3nc4ccccc4nc32)c1,-56%,0%,-8%,18µM*,60,-11%
CCOC(=O)N1CCC(Nc2c(-c3ccc(C)c(C)c3)c(=O)c2=O)CC1,-3%,4%,-26%,7%,-21,-2%
COc1ccc(NC(=O)N2CCCCC2c2cccnc2)cc1 (configuration not stated),-13%,-15%,14%,5%,-21,-6%
N#Cc1c(NC(=O)CCCC(=O)O)sc2c1CCCCC2,-4%,-2%,1%,-7%,-8,1%
CC[C@@H](C)[C@H](NC(=O)Cc1c(C)c2cc3c(C)c(C)oc3c(C)c2oc1=O)C(=O)O,-4%,4%,12%,1%,-17,-4%
CNC(=S)N/N=C/c1cn(Cc2c(F)cccc2Cl)c2ccccc12,-39%,7%,26%,-3%,56,-8%
Cc1ccc(S(=O)(=O)Nc2nc3ccccc3nc2N2CCN(c3ccccc3F)CC2)cc1,-21%,13%,14%,-3%,-13,-7%
COc1ccccc1N/C=C1/Sc2cc(Cl)ccc2NC1=O,-7%,1%,nt,6%,-6,-2%
CCCCOc1ccc(CN2CCCCC2)cc1,?,-2%,17%,0%,-12,-2%
O=C1N=C(N2CCN(c3ccccc3)CC2)S/C1=C/c1ccco1,-38%,-8%,?,?,-32,-1%
O=C(CSc1n[nH]c(=O)n1C1CC1)Nc1ccc(F)c([N+](=O)[O-])c1,-11%,nt,0%,-3%,-29,0%
COc1ccc(CC(=O)NCc2nnc(SCc3ccc([N+](=O)[O-])cc3)n2C)cc1,2%,5%,-13%,nt,-7,0%
COC(=O)Cc1ccc(N(Cc2ccccc2F)S(=O)(=O)c2ccc(C)cc2)cc1,47%,-11%,10%,1%,3,8%
CC(C)N1C(=O)CCC1C(=O)N1CCCc2ccccc21 (configuration not stated),-12%,-23%,17%,0%,37,-8%
COc1ccccc1CNn1c(-c2cccc(C)c2)nc2ccccc2c1=O,5%,13%,?,-4%,-8,8%
Cc1cc(CCN2CCC(=O)NC2=S)ccc1OC(C)C,-6%,3%,-15%,8%,1,?
Cc1ccc(-c2c(C(=O)Nc3ccccc3F)oc(=O)c3ccccc23)cc1,nt,nt,nt,0%,-1,7%
CCOC(=O)C1=C(C)C(c2ccc(OC)cc2OC)NC(=O)N1 (configuration not stated),-14%,5%,0%,5%,10,-10%
CC1CCCCC1NC(=O)COC(=O)/C=C/c1ccco1 (configuration not stated),-23%,nt,-9%,40µM*,-1,-4%
COc1cc(C(=O)Oc2cc(C)cc(C)c2)cc(OC)c1OC,-5%,0%,-23%,0%,-12,?
CCCc1cc(=O)[nH]c2nnc(SCC(=O)Nc3nnc(CC)s3)n12,-10%,nt,3%,-3%,-36,-1%

# Reformatted: 3 of the compounds above.
# Results follow in this order: AmpC no deterg, Giardia FBPA inh, HCV inhibitor, Sm TGR block, HCMV inh, AmpC detergent
COc1ccc(CC(=O)NCc2nnc(SCc3ccc([N+](=O)[O-])cc3)n2C)cc1
 : 2%, 5%, -13%, nt, -7, 0%
CCOC(=O)C1=C(C)C(c2ccc(OC)cc2OC)NC(=O)N1 (configuration not stated)
 : -14%, 5%, 0%, 5%, 10, -10%
COc1ccccc1N/C=C1/Sc2cc(Cl)ccc2NC1=O
 : -7%, 1%, nt, 6%, -6, -2%

# Additional compounds.
SMILES,AmpC no deterg,Giardia FBPA inh,HCV inhibitor,Sm TGR block,HCMV inh,AmpC detergent
COC(=O)[C@H](Cc1c[nH]c2ccccc12)NC(=O)NCc1ccccc1,-12%,-5%,-1%,-16%,?,4%
Cc1ccccc1-c1nc2cc(N)ccc2o1,1%,4%,?,0%,140,-15%
Cc1ccc(S(=O)(=O)/C(C#N)=C/c2c(N3CCN(C)CC3)nc3ccccn3c2=O)cc1,100%[activator],1%,5%,-24%,-5,?
COc1cccc(C(=O)c2cn(CC(=O)Nc3cccc(C)c3C)c3nc(C)ccc3c2=O)c1,nt,nt,nt,-1%,-5,?
CCOc1ccc(OCC)c(NC(=O)c2ccc(CNc3c(N4CCCC4)c(=O)c3=O)cc2)c1,-13%,-2%,13%,-18%,-36,-9%
C=CC[C@@H](CC(=O)N(CCO)Cc1ccccc1)C(=O)N[C@H](COC(=O)[C@@H](CC=C)Cc1ccc(F)cc1)C(C)(C)C,158%[activator],nt,?,nt,32,nt
O=C(NC(=S)Nc1ccc2c(c1)OCCO2)c1ccc(F)cc1Cl,-10%,2%,-17%,?,?,79µM*
O=C(NCCSCc1ccccc1)c1ccc(F)cc1,-15%,5%,0%,0%,-10,-14%
CCOC(=O)/C(C#N)=C/Nc1cc(C(C)(C)C)sc1C(C)=O,-21%,3%,?,-17%,21,-3%
O=C(O)c1cc(NCc2cccs2)ccc1N1CCOCC1,-17%,-5%,11%,-9%,17,-18%
NS(=O)(=O)c1ccc(NC(=O)c2cccc3ccccc23)cc1,-16%,-2%,-6%,-3%,?,-10%

# Reformatted: entries from further up.
molecule	AmpC no deterg	Giardia FBPA inh	HCV inhibitor	Sm TGR block	HCMV inh	AmpC detergent
CCOC(=O)C1=C(C)C(c2ccc(OC)cc2OC)NC(=O)N1 (configuration not stated)	-14%	5%	0%	5%	10	-10%
CC1CCCCC1NC(=O)COC(=O)/C=C/c1ccco1 (configuration not stated)	-23%	nt	-9%	40µM*	-1	-4%
COc1cc(C(=O)Oc2cc(C)cc(C)c2)cc(OC)c1OC	-5%	0%	-23%	0%	-12	?
CCCc1cc(=O)[nH]c2nnc(SCC(=O)Nc3nnc(CC)s3)n12	-10%	nt	3%	-3%	-36	-1%

# Compound activity: PubChem BioAssay, National Center for Advancing Translational Sciences (NCATS)
